NALP1 inh = NALP1 inflammasome inhibitors in reconstituted yeast, colorimetric, S. cerevisiae, triplicate retest | AID 2071, 2009 | inhibition, % at 10 µM | 280,000 tested, 0.61% active | S. cerevisiae NALP1/ASC/caspase-1 growth, X-gal OD620, 72 h; in the data active = inhibition mostly above about 24%, no sharp cut-off; inactive = mostly below about 32%; note: some compounds called inactive have numbers as strong as hits
IDE cell inh = human IDE inhibitors in live cells, primary screen, fluorescence polarization, HEK cells, FAbetaB substrate; FAbetaB cleavage; Insulin-degrading enzyme (Homo sapiens), P14735; 320,000 tested, 0.41% active; inhibition, % at 5.59 µM; AID 434962, 2010;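 active = percent inhibition above the average of all tested compounds plus 3 SD, set per screening campaign, cut at about 16% in these data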;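 note: IDE supplied by intact live HEK cells; FP after avidin binding of uncleaved biotin substrate so inhibition keeps polarization high; 0% = DMSO wells and 100% = 60 µM reference IDE inhibitor Ii1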
VIM-2 inhibitor = VIM-2 metallo-beta-lactamase inhibitors, primary screen, biochemical, epi-absorbance readout, Pseudomonas aeruginosa enzyme; 290,000 tested, 0.89% active; inhibition, % at 5.6 µM; purified VIM-2, nitrocefin hydrolysis, epi-absorbance fluorescence;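 active = inhibition above the mean of all tested compounds plus 3 SD, cutoff set per screening run, cut at about 7.5% in these data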;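 note: red hydrolysis product quenches plate fluorescence so inhibitors raise well fluorescence; 0% = enzyme with DMSO and 100% = DMSO without enzyme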
M18AAP inhibitor = PfM18AAP inhibitors, malaria aminopeptidase, primary screen, biochemical, QFRET, recombinant enzyme; AID 1822, 2009; inhibition, % at 7.35 µM; H-Glu-NHMec fluorogenic cleavage; M18 aspartyl aminopeptidase (Plasmodium falciparum 3D7); 290,000 tested, 1.2% active;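 active = inhibition above the campaign mean inhibition over all tested compounds plus 3 SD, cut at about 28% in these data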;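 note: 0% = plate median of test compound wells and 100% = 2 mM ZnCl2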
pCIP destab = p/CIP-EGFP fusion destabilizers, primary screen, fluorescence, F442A cells. Q05BA5. 16 h. decrease of EGFP signal, % at 10 µM. 290,000 tested, 0.01% active. AID 1984, 2009;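 active = EGFP signal decrease of at least 30% at 10 µM or well 3 SD below plate mean, unless failing retest; inactive = the rest, including hits failing retest or dose response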; note: some compounds called inactive have numbers as strong as hits; many of its hits are not listed in these tables
Target sequence (Q05BA5 1-1403): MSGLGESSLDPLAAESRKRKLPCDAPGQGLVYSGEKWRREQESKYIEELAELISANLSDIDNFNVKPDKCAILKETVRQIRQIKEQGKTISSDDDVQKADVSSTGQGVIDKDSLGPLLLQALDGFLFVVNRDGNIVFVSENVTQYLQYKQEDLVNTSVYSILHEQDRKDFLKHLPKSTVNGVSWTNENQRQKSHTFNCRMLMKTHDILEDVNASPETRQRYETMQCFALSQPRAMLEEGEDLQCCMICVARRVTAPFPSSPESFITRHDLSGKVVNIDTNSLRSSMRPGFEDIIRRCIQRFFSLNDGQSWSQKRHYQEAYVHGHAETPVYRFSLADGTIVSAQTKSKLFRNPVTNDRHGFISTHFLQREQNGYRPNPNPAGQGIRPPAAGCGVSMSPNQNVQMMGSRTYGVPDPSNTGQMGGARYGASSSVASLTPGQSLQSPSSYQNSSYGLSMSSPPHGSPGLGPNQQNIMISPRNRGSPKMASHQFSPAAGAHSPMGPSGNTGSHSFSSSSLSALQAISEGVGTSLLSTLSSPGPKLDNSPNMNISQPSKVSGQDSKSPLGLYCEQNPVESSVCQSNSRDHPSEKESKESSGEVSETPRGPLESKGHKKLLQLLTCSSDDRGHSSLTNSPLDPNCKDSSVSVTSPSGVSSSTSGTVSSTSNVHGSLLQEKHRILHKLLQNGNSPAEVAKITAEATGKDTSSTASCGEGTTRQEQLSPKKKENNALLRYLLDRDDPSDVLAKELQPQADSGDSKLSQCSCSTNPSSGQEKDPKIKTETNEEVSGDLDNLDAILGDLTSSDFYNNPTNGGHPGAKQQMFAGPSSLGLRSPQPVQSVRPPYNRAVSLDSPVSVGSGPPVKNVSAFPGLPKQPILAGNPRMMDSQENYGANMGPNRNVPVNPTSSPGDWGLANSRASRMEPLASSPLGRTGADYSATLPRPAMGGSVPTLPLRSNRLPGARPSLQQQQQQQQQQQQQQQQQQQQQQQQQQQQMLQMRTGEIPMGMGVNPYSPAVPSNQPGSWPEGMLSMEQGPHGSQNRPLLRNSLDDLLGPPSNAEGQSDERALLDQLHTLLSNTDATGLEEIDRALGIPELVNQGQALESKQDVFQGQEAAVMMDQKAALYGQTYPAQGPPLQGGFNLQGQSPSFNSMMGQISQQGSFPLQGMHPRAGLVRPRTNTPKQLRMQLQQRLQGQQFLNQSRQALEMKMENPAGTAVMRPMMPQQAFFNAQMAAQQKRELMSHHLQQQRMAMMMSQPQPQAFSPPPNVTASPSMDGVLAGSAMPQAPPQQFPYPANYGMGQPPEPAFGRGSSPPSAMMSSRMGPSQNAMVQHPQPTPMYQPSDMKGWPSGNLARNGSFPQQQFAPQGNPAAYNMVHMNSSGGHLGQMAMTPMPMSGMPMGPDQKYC
IDE act = human IDE activators in live cells, primary screen, fluorescence polarization, HEK cells, FAbeta-B substrate. Insulin-degrading enzyme (Homo sapiens), P14735. FAbeta-B cleavage; 0% vehicle, 100% cell-free pure enzyme wells. activation, % at 5.96 µM. 340,000 tested, 0.073% active. AID 493087, 2011;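 active = activation above the mean of all tested compounds plus 3 SD, set per screening campaign, cut at about 17% in these data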
PHOSPHO1 block = PubChem AID 1565. recombinant PHOSPHO1, absorbance phosphatase assay. inhibition, % at 13.3 µM. 290,000 tested, 1.1% active. Phosphoethanolamine/phosphocholine phosphatase (Homo sapiens), Q8TCT1; in the data active = inhibition above about 60%
GPR7 antag = GPR7 receptor antagonists, primary screen, cell-based, fluorescence, single concentration; GPR7-expressing cells, fluorescence antagonist assay; AID 1861, 2009; 290,000 tested, 1.1% active; inhibition, % at 4.4 µM; in the data active = inhibition above about 16%, passing the limit was not always enough;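 note: cells stimulated with the agonist NPW; 0% = agonist with vehicle and 100% = vehicle without agonist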
IMP-1 inhibitor = IMP-1 metallo-beta-lactamase inhibitors, primary screen, biochemical, epi-absorbance readout, Pseudomonas aeruginosa enzyme; metallo-beta-lactamase IMP-1 (Pseudomonas aeruginosa); purified IMP-1, nitrocefin hydrolysis, epi-absorbance fluorescence; inhibition, % at 5.6 µM; 290,000 tested, 0.45% active; AID 1556, 2009;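 active = inhibition above the mean plus 3 SD of all compounds in the same screening run, cut at about 4.5% in these data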;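 note: 0% = IMP-1 with DMSO and 100% = DMSO wells lacking enzyme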
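Assay system: purified IMP-1; Quantity: IMP-1 0.2 nM before substrate addition; Medium: HEPES buffer pH 7.1 with ZnSO4 and Brij 35; Incubation: 15 min enzyme–compound preincubation, then 25 min nitrocefin reaction, 25 °C; Signal: fluorescence quenching readout, ex 480/em 530 nm; Controls: DMSO with and without IMP-1; Repeats: singlicate testing.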
Numbers without * were called inactive; / = not tested or not shown. An excerpt; rates above refer to the full screens.

SMILES	NALP1 inh	IDE cell inh	VIM-2 inhibitor	M18AAP inhibitor	pCIP destab	IDE act	PHOSPHO1 block	GPR7 antag	IMP-1 inhibitor
Cn1c(O)c(C(=Nc2ccc(F)cc2)c2ccccc2Cl)c(=O)n(C)c1=O	23	-1	-0.5	3	-12	8	16	5	-1.4
O=C(OCC(=O)c1ccc([N+](=O)[O-])cc1)/C(=C\c1ccc(Cl)cc1)NC(=O)c1ccccc1	12	-2	-0.4	40*	-7	-6	-8	5	-1.9
CCCCC/C(=N/O)c1c(C)[nH]c2ccccc12	10	8	-3.2	1	-5	-4	4	-21	-0.6
Cc1c(C(c2ccc(Br)cc2)c2c(O)c3ccccc3oc2=O)c(=O)n(-c2ccccc2)n1C (stereo unspecified)	7	3	-0.2	4	15	1	-3	-15	-4.0
CCOP(=O)(OCC)/C(C#N)=C/c1ccoc1	3	/	-2.8	8	-2	1	33	-9	-1.4
Cc1nn(Cc2ccccc2)c(C)c1C(=O)NCc1ccccc1F	6	1	-3.5	4	14	1	4	-10	-3.8
O=C(O)c1ccc(N=Cc2c(O)[nH]c(=O)[nH]c2=O)cc1	7	9	-4.9	4	-6	2	9	-17	-3.3
CSc1ncc(Cl)c(C(=O)O)n1	23	2	-1.2	0	-4	1	23	-14	-3.2
COc1ccc(NC(=O)C2C3CCC(O3)C2C(=O)O)c(OC)c1 (stereo unspecified)	-2	4	-1.5	2	-7	3	29	-7	-1.3
CNCCc1ccccc1	8	7	/	/	2	/	13	/	/
CCOC(=O)c1ccc(N2C(=O)CC(N3CCC(C#N)(c4ccccc4)CC3)C2=O)cc1 (stereo unspecified)	8	-2	-8.4	6	-12	-2	21	-1	-6.8
C#CCN1CCN(c2ccc(F)cc2)CC1	-4	2	-2.3	-4	3	3	55	10	-0.6
COc1cccc(CC(=O)N(C)C2CCCN(Cc3ccccc3F)C2)c1 (stereo unspecified)	27	0	2.4	-3	3	6	36	10	1.3
CN(C)P(=O)(C(Cl)=C(N1CCCCC1)N1CCCCC1)N(C)C	5	1	-1.3	1	-9	1	17	11	-3.6
COc1ccc(NC(=O)N2CCC3(CC2)OCCO3)c(OC)c1	-4	1	-0.4	0	-7	1	27	0	-0.3
CCCCNC(=O)c1c(N)n(CCCOC)c2nc3ccccc3nc12	12	3	-2.0	9	-15	3	-1	5	-4.1
CCN(CC)CCOC(=O)c1cc2cc(COC)ccc2o1	5	-2	2.1	3	-22	5	95*	-7	0.2
COCCNC(=O)Cn1cc(/C=C2\C(=O)NC(=O)N(c3ccccc3F)C2=O)c2ccccc21	1	2	-0.4	6	-14	-8	28	-20	-3.9
CCOc1ccc(N=Cc2c(O)n(-c3ccc(C)c(C)c3)c(=O)[nH]c2=O)cc1	/	-1	-1.6	-2	5	/	18	2	-2.7
CCCCCn1c(=O)c(C(=O)NCc2ccccn2)c(O)c2ccccc21	18	5	-3.9	-14	-16	-1	9	0	-4.5
Nc1ccc2c(c1)Cc1ccccc1-2	23	-1	1.5	-7	7	4	7	-5	-1.8
O=c1[nH]c2ccccc2c(=O)n1-c1cccc(Cl)c1	13	-1	-3.8	0	2	3	-1	11	-0.5
Cc1c(CCN)ccc2c1[nH]c1ccccc12	20	3	-1.5	3	-11	2	32	37*	-0.5
Cc1ccc(N2C(=O)NC(=O)/C(=C\c3ccsc3)C2=O)cc1C	12	1	0.5	2	-6	/	6	-2	-1.3
Cc1ccccc1-n1c(O)c(/C=N/N2CCOCC2)c(=O)[nH]c1=S	31	6	1.4	-9	0	3	2	2	-0.1
O=c1[nH]c(=O)n(Cc2ccc(F)cc2)c(O)c1C=NCC1CCCO1 (stereo unspecified)	8	3	-0.7	6	12	2	-4	-15	-3.4
CNC(=O)Oc1ccc(-c2cn3cc(Cl)ccc3n2)cc1	34	-2	1.2	5	-15	4	3	-3	-5.3
CSc1ccc(C(=O)C2CCCN(C)C2)cc1 (stereo unspecified)	2	0	-2.0	-8	-9	-1	37	-4	-3.4
Cc1nn(Cc2ccccc2)c(C)c1C=C1C(=O)NC(=O)NC1=O	26	3	-2.9	6	9	6	3	-6	-2.5
Cc1ccc(-c2nc(CS(=O)CC(=O)N3CCC4(CC3)OCCO4)c(C)o2)cc1 (stereo unspecified)	/	5	-2.9	2	1	-3	6	1	-1.6
c1ccc(C2OCCN3CCCCC23)cc1 (stereo unspecified)	19	5	-2.4	-9	-9	-1	-5	4	-1.6
Nc1ccc(S(=O)(=O)N2CC3CC(C2)c2cccc(=O)n2C3)cc1 (stereo unspecified)	14	6	2.7	4	-7	1	5	-1	-0.6
O=C1CCCN1CC#CCN1CCCC1	/	4	-2.3	-1	-12	-1	41	-11	-1.5
Cc1ccc(Cl)cc1-n1c(O)c(C=NCCCN2CCOCC2)c(=O)[nH]c1=O	8	2	-2.4	-3	0	3	-1	-3	-5.8
O=C(CCNC(=O)N1C[C@H]2C[C@@H](C1)c1cccc(=O)n1C2)Nc1ccc(F)cc1	6	6	-3.2	-1	11	2	34	-1	-1.0
O=C(CCN1CCOCC1)NCC(=O)Nc1ccc(Br)cc1C(=O)c1ccccc1	19	2	-0.6	0	-3	-2	10	0	-0.7
COc1cc(/C=N/n2cnnc2)ccc1OC(=O)N(C)C	-8	-7	-2.3	0	-3	6	0	1	-0.8
C=CCN=C(SCC(=O)c1ccc(Cl)cc1)c1c(O)n(C)c(=O)n(C)c1=O	7	4	-2.0	-9	-19	1	20	-10	0.5
C/C=C(\C)C(=O)N[C@@H](c1ccccc1)[C@@H](O)C(=O)O[C@H]1C[C@@]2(O)[C@@H](OC(=O)c3ccccc3)C3[C@](C)(C(=O)[C@H](O)C(=C1C)C2(C)C)[C@@H](O)C[C@H]1OC[C@@]31OC(C)=O (stereo partly specified)	21	2	-0.5	1	7	6	18	7	-2.2
Cc1c(C)c2ccc(OCC(=O)N3C[C@H]4C[C@@H](C3)c3cccc(=O)n3C4)cc2oc1=O	40*	3	2.4	5	-21	0	3	-3	-2.7

Single entries from the results shown:
pCIP destab result of Cc1ccc(Cl)cc1-n1c(O)c(C=NCCCN2CCOCC2)c(=O)[nH]c1=O → 0
IMP-1 inhibitor result of COc1cc(/C=N/n2cnnc2)ccc1OC(=O)N(C)C → -0.8

Remaining list, next part:
SMILES	NALP1 inh	IDE cell inh	VIM-2 inhibitor	M18AAP inhibitor	pCIP destab	IDE act	PHOSPHO1 block	GPR7 antag	IMP-1 inhibitor
CN1/C(=C\C=C\C2=[N+](C)c3ccc4ccccc4c3C2(C)C)C(C)(C)c2ccccc21	57*	-1	-8.5	1	2	/	25	87*	-14
Cc1ccc(C2=NCC(=O)N(CC(=O)N3CCCCC3)c3sc(C)c(C)c32)cc1	12	-5	0.1	1	4	2	9	-11	-3.0
Cc1c(OC(=O)N(C)C)ccc2c1O/C(=C\c1ccco1)C2=O	28	/	0.3	14	0	2	35	20	1.9
Cc1ccc(C2=CCNCC2)cc1	14	2	-2.9	1	-17	5	27	7	-2.2
CCOC(=O)C(C)Oc1cc(C)cc2oc(=O)c3c(c12)CCCC3 (stereo unspecified)	7	-2	0.9	6	-21	2	7	-2	-3.9
FC(F)(F)c1cccc(N2CCNCC2)c1	14	0	-2.8	6	5	/	16	-9	-2.9
CN1C(=O)C(=Cc2ccccc2OS(=O)(=O)c2ccccc2)C(=O)N(C)C1=O	18	3	-0.1	10	5	7	33	-11	-2.1
Cc1ccc(NC2=NCCCS2)c(C)c1C	41	5	-3.7	1	0	2	-13	-6	-3.0
O=C(Cc1ccccc1)N1CCN(CC2CC3C=CC2C3)CC1 (stereo unspecified)	17	3	-0.9	2	-12	2	-14	9	-0.8
Clc1ccccc1C1NCc2ccccc2-n2cccc21 (stereo unspecified)	4	1	-2.4	-9	-4	0	-13	-18	-0.9
CCC12CN3CC(CC)(CN(C1)C3c1cccnc1)C2=O (stereo unspecified)	2	2	-3.0	-7	-13	2	33	0	-3.7
Nc1ccccc1-[n+]1c(-c2ccccc2)cc(-c2ccccc2)cc1-c1ccccc1	18	-3	3.2	-23	1	-5	41	84*	-1.6
C=C(C)CSc1nnc([C@@H](N)Cc2c[nH]c3ccccc23)o1	-2	1	-4.7	-15	2	1	89*	-6	-4.4
Cc1cccc(OP(=O)(Nc2ccc(F)cc2)Oc2cccc(C)c2)c1	-16	-2	1.9	-10	4	0	25	-6	0.5
O=C(C(=O)N1CCC2(CC1)OCCO2)c1c[nH]c2ccccc12	25	1	-4.3	-3	2	2	-5	-4	-0.1
C[C@]12CCC(=O)C=C1CC[C@@H]1C2[C@H](O)C[C@]2(C)C(=O)CCC12 (stereo partly specified)	-3	3	-1.5	-4	-9	0	19	-9	-1.8
O=C(N/N=C/c1c(O)n(C2CC2)c(=S)[nH]c1=O)c1ccccc1O	14	-5	-3.2	11	-6	9	-6	-12	-2.2
Cc1cc(/C=C2/C(=O)NC(=O)N(C)C2=O)c(C)n1-c1ccccc1	15	-1	-1.8	6	16	0	26	-5	-2.5
CCCCCCC(N)CC(=O)O (stereo unspecified)	0	/	-0.1	-2	-2	1	3	-18	1.1
CCOP(=O)(OCC)C(NC(=O)NC)C(N)=O (stereo unspecified)	-2	6	-1.5	2	-17	-6	0	-12	-3.4
c1ccc2c(c1)CNc1ccccc1O2	4	2	-3.4	-1	-12	2	-12	-9	-4.2
CN(C)c1ccc(-[n+]2c(-c3ccccc3)cc(-c3ccccc3)cc2-c2ccccc2)cc1	10	/	-4.2	8	-12	/	24	59*	-2.9
Brc1ccc2[nH]cc(/C=N/N3CCCCC3)c2c1	20	12	-1.3	0	-8	1	6	8	-1.4
COc1ccc(C(CNC(=O)Cc2ccc(Cl)c(Cl)c2)N2CCCCC2)cc1 (stereo unspecified)	4	-5	-0.6	-1	-10	2	33	1	-1.7
COC1CC(OC2CCC3(C)C(CCC4C3CCC3(C)C(C5=CC(=O)OC5)C(OC(C)=O)CC43O)C2)OC(C)C1OC1OC(COC2OC(CO)C(O)C(O)C2O)C(O)C(O)C1O (stereo unspecified)	-27	6	/	/	-6	/	4	/	/
CCCCCn1c(=O)c(C(=O)Nc2ccccc2N)c(O)c2ccccc21	0	-4	-1.9	-5	-7	2	25	-5	1.9
Cc1cccc(-n2c(-c3ccco3)nc3ccccc3c2=O)n1	/	4	-2.8	2	-6	1	-7	-2	-3.6
CC(C)N1CCN(Cc2ccc3c(c2)OCCO3)CC1CCO (stereo unspecified)	-14	0	-4.0	0	-20	1	29	-9	-1.7
Cc1ccccc1N1C(=O)NC(=O)/C(=C\c2cc(Br)c(N3CCOCC3)o2)C1=O	20	2	-0.2	41*	-31	-14	-6	1	1.9
CCCCOCCCn1c(N)c(C(=O)OC(C)COC)c2nc3ccccc3nc21 (stereo unspecified)	-57	-1	-0.5	2	-3	-1	-8	-8	0.0

Assay outcomes from PubChem BioAssay.
